hcGAS inh: blocks human cGAS activity; Q8N884; recombinant h-cGAS, ATP depletion, Kinase-Glo luminescence; inhibition, % at 12.5 µM; 290,000 compounds, 0.081% hits; AID 1259398;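 further: 0% = vehicle reaction and 100% = reaction without DNA for no activity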
Target sequence (Q8N884 whole entry, looked up): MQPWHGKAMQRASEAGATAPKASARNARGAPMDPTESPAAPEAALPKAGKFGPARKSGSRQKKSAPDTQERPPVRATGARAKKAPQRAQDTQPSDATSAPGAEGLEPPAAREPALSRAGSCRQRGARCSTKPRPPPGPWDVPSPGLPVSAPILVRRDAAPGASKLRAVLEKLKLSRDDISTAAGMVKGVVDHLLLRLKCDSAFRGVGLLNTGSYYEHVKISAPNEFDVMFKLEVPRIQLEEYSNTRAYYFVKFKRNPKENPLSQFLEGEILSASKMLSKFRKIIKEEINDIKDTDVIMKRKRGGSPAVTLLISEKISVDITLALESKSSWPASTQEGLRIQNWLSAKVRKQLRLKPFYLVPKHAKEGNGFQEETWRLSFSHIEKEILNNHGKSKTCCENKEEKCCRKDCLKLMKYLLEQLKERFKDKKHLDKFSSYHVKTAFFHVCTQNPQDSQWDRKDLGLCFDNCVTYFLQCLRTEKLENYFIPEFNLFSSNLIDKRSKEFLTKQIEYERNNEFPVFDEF
mcGAS inh: mouse cGAS inhibition by luminescence; inhibition, % at 12.5 µM; 160,000 compounds, 0.15% hits; Q8C6L5; recombinant cGAS, Kinase-Glo ATP depletion luminescence;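 further: 0% = negative control wells and 100% = reference inhibitor with no enzyme activity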
NPYLR7 agonist: mosquito NPYLR7 agonism. HEK293T NPYLR7/Galpha15, GCaMP6s calcium fluorescence. activation, % at 10 µM. 270,000 compounds, 0.15% hits. AID 1259423; in the data active means activation above about 40%;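 further: 0% = vehicle and 100% = reference agonist at the receptor; some compounds past the cut are filed as inactive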
* hit, by the source's call; x = no result given; & = joins results of further samples. Unless noted, no stated cut-off is given here; in the data, active means inhibition above about 40%; inactive means the rest. Hits appear at their usual frequency; 0.27% or so of the library scored in one or more.

Every second line gives: hcGAS inh, mcGAS inh, NPYLR7 agonist
Cc1nc(C2CCCN2Cc2cc(C3CCCCC3)no2)n[nH]1 (configuration not stated)
 : -11, -7, x
COc1ccc(C2SC(C)C(=O)N2CC(=O)Nc2ccc(C)cc2)cc1OC (configuration not stated)
 : 0, -2, 8
CN(C(=O)c1cnn2c1NC(c1ccc3c(c1)OCO3)CC2C(F)(F)F)C1CCCCC1 (configuration not stated)
 : 0, -5, -9
C=CCNC(=O)c1cccc(I)c1
 : -6, -4, -1
COc1ccc(-n2c(CCC(=O)NCCc3cccs3)ccc2-c2ccc(Cl)cc2)cc1
 : -4, -5, -3
CCN1CCN(c2nc3c(c(=O)[nH]c(=O)n3C)n2Cc2ccc(C)cc2)CC1
 : -8, x, 8
CC1(C(=O)Nc2ccc3c(c2)OCO3)CCN1C(=O)Cc1cccc2ccccc12 (configuration not stated)
 : -8, -3, -4
O=S1(=O)N(c2ccccc2)C[C@H](O)[C@]12CCN(C1Cc3ccccc3C1)C2
 : 10, -3, -1
N#Cc1c(NC(=O)CCSc2ccc(S(=O)(=O)N3CCCCC3)cn2)sc2c1CCCC2
 : 0, x, -7
CN(Cc1ccc(Cl)cc1Cl)C(=O)c1ccc2c(c1)CCN2S(C)(=O)=O
 : 6, -1, 0
Cc1ccn2c(NC(=O)C3CCCCC3)c(-c3ccc(Cl)cc3)nc2c1
 : 1, -1, -4
CC(C)Cc1cc(CNC(=O)C2CCC(=O)N(Cc3ccccn3)C2)on1 (configuration not stated)
 : -7, -5, -7
O=c1ccc(-c2ccc3ccccc3c2)nn1Cc1cccnc1
 : -7, x, 8
Cc1ccccc1Cn1cccc1CN(CCC(C)C)CC(O)COc1ccccc1C (configuration not stated)
 : -10, -5, 25
NC(=O)c1nc(-c2ccccc2F)nc2c1[nH]c(=O)n2-c1ccc2c(c1)OCO2
 : -7, -6, 27
COC(=O)CN(C(=O)C1CC1c1ccccc1Cl)C1CCOCC1 (configuration not stated)
 : -7, -12, -1
Cc1cc(C)c2c3c(c(-c4ccccc4)n2n1)c(=O)n(C)c(=O)n3C
 : -4, x, 3
COc1ccc(C(N)=O)cc1-c1cnc2ccccc2c1
 : -6, -15, 5
CC1CC(C)CN(S(=O)(=O)N(C)C(C)c2ccccc2)C1 (configuration not stated)
 : -8, x, 3
Fc1ccc(Cn2nnnc2CSc2cccc3cccnc23)c(Cl)c1
 : -1, -1, x
CCNC(=O)N(C)c1c(CC)nc2c(OCCn3cccc3)cccn12
 : -3, -3, 1
CC1=C[C@@H](CN(C)Cc2cccnc2)[C@H](C(C)C)C[C@H]1Cc1nnc(Cc2c[nH]c3ccccc23)o1
 : -2, -4, -3
COc1ccc(CSc2nnc(-c3ccccc3F)n2-c2ccccc2)cc1
 : -6, -4, x
CCOC(=O)c1ccc(N2CCn3nc(C(=O)OC)cc3C2)nc1
 : -9, -9, 25
CCOC(=O)N1CCN(S(=O)(=O)c2ccc(Br)s2)CC1
 : 6, x, 2
CCS(=O)(=O)c1cccc(NC(=O)C2CCn3ccnc3C2)c1 (configuration not stated)
 : 0&2, -3, 0&-3
CCCCn1c(N)c(N(Cc2ccco2)C(=O)C=Cc2ccco2)c(=O)[nH]c1=O
 : -4, -5, 3
Cc1cc(C)nc(NC(=O)NS(=O)(=O)Nc2ccccc2Cl)n1
 : -2, -10, 2
Cc1ccc(NC(=O)c2ccc(-n3nc(-c4cccc(Cl)c4)cc3N)cc2)cc1
 : -1, 1, -3
COCC(C)Nc1nc(-c2ccc(F)c(F)c2)c(C)s1 (configuration not stated)
 : -10, x, 0
Cc1ccccc1NC(=O)CCNC(=O)[C@H](N)c1ccccc1
 : -6, x, -10
Cc1nc2c3ccccc3nn2c(C)c1CCC(=O)NC(C)C1CC1 (configuration not stated)
 : -3, -5, 3
COc1ccc(CCNC(=O)c2ccccc2N2CCC(NC(=O)/C=C/c3ccccc3)CC2)cc1OC
 : -1, 1, 0
C/C(C=C1SC(=S)N(NC(=O)Cc2ccccc2)C1=O)=C/c1ccccc1
 : -6, -6, 16
CN1CCN(C(=O)CC2C=CCC2)C2(CCCCC2)C1 (configuration not stated)
 : -7, x, 2
CCCc1nc(CS(=O)CC(=O)NCc2cccs2)cs1 (configuration not stated)
 : -6, x, 7
COC(=O)C1CCN(Cc2cc(=O)oc3cc(-c4ccccc4)c(O)cc23)CC1
 : -6, -7, 2
CCc1cnc2c(c1OC)c(=O)n(CC#N)c(=O)n2C
 : 1, 1, -1
O=S(=O)(Nc1ccccc1Br)c1ccc(Br)s1
 : 2, x, 1
CC(=O)NC1CCN(c2ccccc2C(=O)N2CCCC2)CC1
 : -7, -7, 0
Cc1ccc(NC(=O)CSc2nc(=O)n(CCCN(C)C)c3c2CCC3)c(C)c1
 : -2, -8, 0
COc1ccccc1CNC(=O)CNCc1cc(F)ccc1F
 : -6, -11, 4
COC(=O)C1=C(C)N(C)C(=S)NC1c1ccc(NC(=O)Nc2ccc(C(F)(F)F)cc2)cc1 (configuration not stated)
 : -5, -7, 16
COc1ccccc1-n1cc(CN2CCC3(CC2)NCCNC3=O)cn1
 : -3, -12, 8
C=CCCC(=O)N(CCC)Cc1ccsc1
 : 0, x, 14
CNC(=O)c1ccc(CNCc2ccc(SC)c(OC)c2)cc1
 : -6, x, 8
COC(=O)Nc1ncc(CN2CCCC2)s1
 : -3, x, -1
CN1C[C@H](NC(=O)c2cccc(-n3cnnc3)c2)C[C@H]1CO
 : -7, x, -1
O=C(CCN1C(=O)c2ccccc2C1=O)Nc1ccc(F)c(Cl)c1
 : 0, -8, -4
S=c1[nH]nc(Cn2cncn2)n1-c1cc(Cl)cc(Cl)c1
 : -8, -2, -8
Cc1ccc(O)c(CN(Cc2ccccc2)Cc2nccs2)n1
 : -3, 1, 2
CN(C)[C@@H]1C[C@@H](CO)N(Cc2ccc(-c3ccccc3Cl)o2)C1
 : -4, 3, 1
Cc1oc2nc[nH]c(=O)c2c1C(=O)Nc1ccc(C(C)(C)C)cc1
 : -8, -6, 7
COC(=O)c1ccc(CSc2ncc(CO)n2CC(=O)NC2CC2)cc1
 : -5, x, 4
CNC(=O)CC(C)N(C)C(=O)c1cc(Cl)c(C)c(Cl)c1 (configuration not stated)
 : -4, x, -11
N#C/C(=C\c1ccccc1F)c1nc(N)nc(Nc2ccccc2)n1
 : 6, x, 3
O=C(C1CC1)N1CCC(Cn2cc(-c3ccccn3)nn2)CC1
 : -3, x, 18
COc1cc(-c2oc3cc(O)ccc3c(=O)c2O)ccc1O
 : 25, x, 29
Cc1cc(/C=N\Nc2nc(N3CCOCC3)nc(N3CCOCC3)n2)c(C)n1-c1ccccc1
 : -7, -7, 0
CC(C)Nc1ncccc1C(=O)N[C@H](CO)Cc1ccccc1
 : -4, -5, -1

Continued.
Every second line gives: hcGAS inh, mcGAS inh, NPYLR7 agonist
O=C(c1ccccc1Oc1ccccc1)N1CCCC1c1nnc2c(C(F)(F)F)cccn12 (configuration not stated)
 : -6, -4, -6
O=S(=O)(c1ccccc1F)N1CCC(CCc2ccc3c(c2)OCO3)CC1
 : -1, -3, 4
COCCCN(CC(=O)N(Cc1cccn1Cc1ccccc1Cl)CC(C)C)C(=O)c1ccco1
 : -5, -5, -4
CC(C(=O)Nc1nccs1)N1CCN(Cc2ccccc2)CC1 (configuration not stated)
 : -14, -7, 5
c1ccc(Oc2ccc(Nc3cccc(-c4ccccc4)n3)cc2)cc1
 : -6, -2, -7
O=C1CSC2(C(=O)Nc3ccccc32)N1c1cccc(Cl)c1 (configuration not stated)
 : 1, 0, 7
COc1cc2ccc(=O)oc2c(OC)c1OC
 : -5, -4, x
CN(C(=O)CCNC(=O)CC1C=CCC1)c1ccccc1 (configuration not stated)
 : 7, x, -2
Cc1oc(C(C)C)cc1C(=O)N1CCN(C)C2(CCN(C)CC2)C1
 : -8, x, 3
CCCNC(=O)c1ccc(Cl)cc1NC(=O)CCCn1cncn1
 : -6, x, -1
O=C1c2ccccc2C(=O)N1CCCCN(C(=O)c1ccc(Br)cc1)c1ccc(F)cc1F
 : -4, x, -7
O=C(Cc1cccs1)NN=Cc1ccccc1[N+](=O)[O-]
 : 3, -3, 0
CCCc1ccccc1N1C(=O)CSC1c1cccc(NC(=O)Cc2cccs2)c1 (configuration not stated)
 : -3, -2, -2
Cc1nnc(SCCCn2cnc(-c3ccccc3)c2C2CCOC2)s1 (configuration not stated)
 : -4, x, 1
CCCCc1ccc(S(=O)(=O)NC(=O)C2(C)CCN2C(=O)CCc2cccs2)cc1 (configuration not stated)
 : 2, x, 2
C=CCOc1ccccc1C(=O)NCC1(N(C)C)CCCC1
 : -10, x, 3
CCOC(=O)C1CNC(=S)NC1(C)O (configuration not stated)
 : -7, x, 3
C/C=C/C(=O)N1c2ccc(C)cc2C(=C2SC(C(=O)OC)=C(C(=O)OC)S2)C(=S)C1(C)C
 : -8, -9, -9
Cc1cc(C)c2nc(N(CCn3cccn3)C(=O)C3=COCCO3)sc2c1
 : -1, -7, -19
CCN(Cc1noc(C)n1)C(=O)CCc1c[nH]c2ccccc12
 : 0, x, 10
CNC(=O)CC(C)N(C)Cc1ccc(C(F)(F)F)nc1 (configuration not stated)
 : -5, -14, 8
COc1ccc(CN2C(=O)N(Cc3ccccc3F)c3ccccc3S2(=O)=O)cc1
 : -2, x, 3
CCC(C)(C)OCC(O)CN1C(C)(C)CC(O)CC1(C)C (configuration not stated)
 : -4, -6, 2
CC(C)C(Sc1nncn1-c1ccccc1)C(=O)NCc1ccccc1 (configuration not stated)
 : -5, x, -6
CN1C[C@@H](NC(=O)c2cncnc2)C[C@H]1c1nc(-c2cnccn2)no1
 : -3, -7, -5
CCOC(=O)c1cnc2cc(C(F)(F)F)ccc2c1Nc1ccccc1C(N)=O
 : -1, -2, -3
CCN(Cc1cccs1)S(=O)(=O)c1ccc(C(=O)OC)cc1
 : -5, x, 2
COCCn1c(C(=O)NCCC(C)C)cc2c(=O)n(C)c(=O)n(C)c21
 : -10, -9, 0
O=C(CC1COCCN1)N1CCC(OCc2cccnc2)CC1 (configuration not stated)
 : -5, x, 17
CC(C)c1ccc(-c2cc(C(=O)O)[nH]n2)cc1
 : 5, 0, -7
CCOC(=O)CC1=C(C(=O)OCC)C(c2ccc(OC)cc2)C(C#N)C(=N)O1 (configuration not stated)
 : -2, -8, -2
Cc1cnc(NS(=O)(=O)c2ccc(CCC(C)C)cc2)o1
 : -9, x, 4
COc1ccccc1-n1c(SCc2ccccc2C)nc2c(c1=O)SCC2
 : -8, x, 0
O=C(CC1CCCC1)NCCN1C(=O)SC(=Cc2ccccc2)C1=O
 : 2, x, 2
Cc1cc(C(=O)N2CCC(C)CC2)nc2cc(C(C)(C)C)nn12
 : -5, -8, 2
Cc1csc2nc(Cn3cnc4sc5c(c4c3=O)CCC(C)C5)cc(=O)n12 (configuration not stated)
 : -7, -6, 8
CC1CS(=O)(=O)CCN1N=Cc1ccc([N+](=O)[O-])o1 (configuration not stated)
 : -8, x, 14
CC(C)n1ccc(CN2CCCC(CNC(=O)C3CCC3)C2)c1 (configuration not stated)
 : -3, -19, -1
FC(F)(F)CCc1ccnc(NCc2ccccc2-n2ccnc2)n1
 : -4, x, 18
CCSc1nc2ccccc2n1CC(=O)Nc1ccc(F)cc1
 : 2, -4, 3

In another format: results already given.
SMILES,hcGAS inh,mcGAS inh,NPYLR7 agonist
CC1=C[C@@H](CN(C)Cc2cccnc2)[C@H](C(C)C)C[C@H]1Cc1nnc(Cc2c[nH]c3ccccc23)o1,-2,-4,-3
COc1ccc(CSc2nnc(-c3ccccc3F)n2-c2ccccc2)cc1,-6,-4,x
CCOC(=O)c1ccc(N2CCn3nc(C(=O)OC)cc3C2)nc1,-9,-9,25
CCOC(=O)N1CCN(S(=O)(=O)c2ccc(Br)s2)CC1,6,x,2
CCS(=O)(=O)c1cccc(NC(=O)C2CCn3ccnc3C2)c1 (configuration not stated),0&2,-3,0&-3
CCCCn1c(N)c(N(Cc2ccco2)C(=O)C=Cc2ccco2)c(=O)[nH]c1=O,-4,-5,3
Cc1cc(C)nc(NC(=O)NS(=O)(=O)Nc2ccccc2Cl)n1,-2,-10,2

(cont.)
Every second line gives: hcGAS inh, mcGAS inh, NPYLR7 agonist
Cc1cc(C)n2c(Br)c(CSc3nc4cc([N+](=O)[O-])ccc4s3)nc2n1
 : 10, x, -2
CC(C(=O)NCC1CCCCC1)S(=O)(=O)c1nc2ccccc2[nH]1 (configuration not stated)
 : 0, -2, -3
Cc1ccnc(-n2c(SCC(=O)NC3CC3)nc3ccccc3c2=O)c1
 : -12, x, 6
COc1cccc(CN(C(=O)C(C)C)C2CC2)c1OCc1nc(CO)cs1
 : -3, -5, 22
CCOCCOCC(O)CNc1ccccc1 (configuration not stated)
 : 6, -1, 9
CCCCCC(=O)Nc1ccc(N2CCN(c3ccccc3OC)CC2)c(C(=O)N2CCCC2)c1
 : -1, -3, -1
Cc1cc(NC(=O)COc2ccc3ccccc3c2)n(-c2nc3c(cnn3-c3ccccc3)c(=O)[nH]2)n1
 : 3, -1, x
CCOc1ccc(CNC(=O)N2CCC3(CCOCC3)C2)cc1C
 : 3, x, 7
Cc1nccc(-c2cc(Cl)ccc2Cl)n1
 : -3, -8, x
CCc1cccc2c(C(CC(=O)NCCC(c3ccccc3)c3ccccc3)c3ccccc3Cl)c[nH]c12 (configuration not stated)
 : -3, -4, -2
COc1ccc(-c2nc(N(CCC(=O)NCc3cccc(C(F)(F)F)c3)Cc3ccccc3)c3ccccc3n2)cc1
 : -2, -4, 7
Cc1cc(Cl)ccc1NC(=O)CCn1ccnn1
 : -7, -4, 4
Cn1cnnc1CNC(=O)Nc1ccc2nc(C(C)(C)C)sc2c1
 : 2, x, -2
CS(=O)(=O)Nc1ccc(O)c(Cl)c1
 : -2, x, 9
Cc1cccc(C(=O)NCN2CCN(c3ccccc3C#N)CC2)c1
 : -1, 0, -4
CC(=O)NCCC1=CCCN(Cc2cccc3ccccc23)C1
 : -3, -11, 11
